# Bioassay records as filed in PubChem BioAssay.
# GSK3A inh – blocks human GSK-3 alpha kinase | P49840 | ADP-Glo luminescence, 60 min | inhibition, % at 10 µM | hit rate 0.1% among 320,000 | AID 2650;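 in the data active = inhibition above about 50%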;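 also: GST-tagged GSK-3 alpha with peptide substrate and 25 µM ATP; 0% = DMSO neutral wells and 100% = GW8510 positive control wells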
# Target sequence (P49840 whole entry, looked up): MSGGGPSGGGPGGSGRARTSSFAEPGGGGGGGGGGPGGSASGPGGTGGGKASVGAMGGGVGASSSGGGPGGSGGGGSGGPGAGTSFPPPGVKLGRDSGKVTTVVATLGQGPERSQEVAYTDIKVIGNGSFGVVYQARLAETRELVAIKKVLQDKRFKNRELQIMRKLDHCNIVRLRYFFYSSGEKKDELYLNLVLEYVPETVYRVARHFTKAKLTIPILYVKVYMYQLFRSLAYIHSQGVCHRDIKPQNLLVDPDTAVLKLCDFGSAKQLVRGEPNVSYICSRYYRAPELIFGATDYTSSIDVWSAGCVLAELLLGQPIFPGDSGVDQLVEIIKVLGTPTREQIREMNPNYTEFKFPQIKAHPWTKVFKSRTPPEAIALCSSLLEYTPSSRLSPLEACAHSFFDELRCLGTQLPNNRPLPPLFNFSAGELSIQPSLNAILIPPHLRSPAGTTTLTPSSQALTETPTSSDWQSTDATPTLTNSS
# DYRK1A inh – blocks rat Dyrk1A kinase activity; Q63470; ADP-Glo luminescence, NFATc1 peptide; inhibition, % at 12.5 µM; hit rate 0.43% among 310,000; AID 504441; in the data active = inhibition above about 50%;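 also: plate controls were vehicle with enzyme for no effect and no enzyme for full effect; many of its hits are not listed in these tables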
# Platelet DG rel – platelet dense granule release activity | hit rate 0.22% among 300,000 | inhibition, %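 (compounds screened at 7.5 µM in platelet-rich plasma)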 | human platelet-rich plasma, SFLLRN dense granule ATP release, luminescence;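 active = mean replicate score, as percent of positive control, at or above 50; inconclusive = mean below 50 but at least one replicate at or above 50; inactive = mean and every replicate below 50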
# HDAC3 inh – human HDAC3 inhibition. inhibition, % at 8.3 µM. O15379. recombinant HDAC3, fluorogenic peptide/trypsin coupled, fluorescence. hit rate 0.15% among 320,000; in the data active = inhibition above about 26%, passing the limit was not always enough; inconclusive = no clear call, values can overlap the other calls
# HSF1 inhib – HSF1 inhibition | hit rate 0.77% among 300,000 | activity change, negative = inhibition, % at 7.5 µM (by protocol) | NIH3T3-HGL HSE-luciferase, MG132-induced, luminescence 8 h; hits give low values;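 active = more than half of replicate wells show activity change below -50%, luminescence cut by over half; inconclusive = some wells, but at most half, below -50%; inactive = no replicate well below -50%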;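 also: luciferase reports HSF-1 transcriptional activity via heat shock element; 0% = median of DMSO wells and -100% = zero luminescence signal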
# HSP90 refold inh – blocks HSP90-mediated luciferase refolding in reticulocyte lysate. inhibition, % at 5.6 µM. hit rate 0.91% among 290,000. Rabbit reticulocyte lysate, luciferase refolding luminescence, 3 h;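 active = inhibition above the screen-wide mean plus 3 SD, computed separately per campaign, cut at about 16% in these data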;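 also: 0% = DMSO wells and 100% = 60 µM geldanamycin wells; inhibitors lower the luminescence because luciferase stays unfolded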
# HSF1 activator – increases HSF-1 driven luciferase reporter signal; NIH3T3-HGL HSF-1 luciferase reporter, MG132, 8 h; 100% = twice DMSO control signal; activation, % at 9 µM; hit rate 1.7% among 300,000; AID 504408;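 active = mean replicate activation of at least 50% with a set share of replicates each reaching 50%; inconclusive = only one of those two conditions met; inactive = mean below 50% and too few replicates reaching it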;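 also: 0% = median of the neutral control wells and 100% = twice that signal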
# PolyA inhibitor – inhibitors of polyadenylation in S. cerevisiae. hit rate 0.02% among 300,000. S. cerevisiae SKY197-pL101 polyadenylation reporter, beta-gal luminescence; efflux-impaired pdr1/pdr3 knockout yeast; score 100 = 6 SD above DMSO. calls only at 12 µM. AID 1875;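 active = lowest replicate activity score at least 50, where 100 means six control SD above control mean; inconclusive = lowest score under 50 but half or more replicates reach 50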;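 also: yeast exposed to compound for 9 h at 30 °C; higher score means more reporter readthrough which indicates perturbed polyadenylation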
# AI-2 QS modul – modulators of Vibrio harveyi AI-2 quorum sensing system. activity change, % at 7.5 µM. hit rate 0.4% among 300,000. Vibrio harveyi JMH597 AI-2 luminescence/OD600 ratio, 9 h; hits give low values; strain lacks LuxN and CqsS sensors; 0 = neutral-control median; in the data active = activity change below about -75%, passing the limit was not always enough; inconclusive = no clear call, values can overlap the other calls;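 also: luminescence divided by OD600 gain over 9 h not by final OD600 alone; inactives centre near 13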
# GSK3B inh – blocks human GSK3beta kinase activity; GST-GSK3beta kinase, ADP-Glo luminescence, 60 min; hits give low values; activity score (negative = inhibition), % at 10 µM; hit rate 0.038% among 300,000; AID 2097;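 active = more than half of replicate wells score below -50%, meaning over 50% inhibition versus plate controls; inconclusive = some replicates but at most half score below -50%; inactive = no replicate scores below -50%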;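 also: 0% = median DMSO wells and -100% = median GW8510 positive control wells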
# Target sequence (P49841 whole entry, looked up): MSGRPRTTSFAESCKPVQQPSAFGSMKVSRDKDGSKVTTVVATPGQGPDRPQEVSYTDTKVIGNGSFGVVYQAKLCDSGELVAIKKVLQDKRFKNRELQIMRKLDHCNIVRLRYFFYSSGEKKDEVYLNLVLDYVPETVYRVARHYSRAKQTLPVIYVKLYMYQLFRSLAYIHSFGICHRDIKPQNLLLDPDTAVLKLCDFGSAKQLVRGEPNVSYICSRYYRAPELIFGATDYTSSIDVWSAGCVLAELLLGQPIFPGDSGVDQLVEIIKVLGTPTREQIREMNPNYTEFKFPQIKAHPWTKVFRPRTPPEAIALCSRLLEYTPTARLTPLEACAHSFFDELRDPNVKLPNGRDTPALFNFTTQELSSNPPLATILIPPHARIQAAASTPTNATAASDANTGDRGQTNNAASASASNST
#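 Test system – GST-tagged human GSK3beta kinase, cell-free · Incubation – 60 min enzyme reaction, room temperature · Signal – ADP-Glo luminescence · Also added – peptide substrate and ATP at 25 µM · Controls – DMSO neutral wells and GW8510 at 20 µM as positive · Buffer or medium – Tris/MgCl2 kinase buffer · Measure – Luminescence-derived activity versus plate DMSO and GW8510 wells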
# Numbers without * were called inactive; i = inactive; ? = inconclusive; . = not tested or not shown.
HSF1 activator	AI-2 QS modul	DYRK1A inh	GSK3A inh	Platelet DG rel	HSF1 inhib	PolyA inhibitor	HDAC3 inh	HSP90 refold inh	Molecule	GSK3B inh
-8	19	0	-1	10	-10	i	6	0	O=C(NC(=O)N1CCSCC1)c1c(Cl)cccc1Cl	2
-19	65	-3	-4	28	1	i	3	-1	CC(C)(Oc1ccc(Cl)cc1)C(=O)NC1=NN(c2ccccc2)C(=O)C1	-3
6	23	-3	-2	-17	-1	i	2	2	CCOC(=O)C(NC(C)=O)(OCc1ccccc1)C(F)(F)F (stereo not given)	4
38	-37	.	-16	-7	22	i	0	1	Nn1c(SCc2ccccc2F)nnc1-c1ccccn1	-2
15	15	0	0	-1	6	i	-7	5	O=[N+]([O-])c1nn(-c2ccc3c(c2)OCCO3)n(O)c1=NC1CCCC1	-3
24	32	-1	-5	-1	-4	i	1	-4	Cc1ccc(-c2nnn(CC(=O)N(c3ccc4c(c3)OCCO4)C(C(=O)NCC3CCCO3)c3ccc(F)cc3)n2)o1 (stereo not given)	1
3	-5	-5	2	3	-6	i	-4	-5	Fc1cccc(NC(=S)N2CCn3cccc3C2c2cccnc2)c1 (stereo not given)	-1
9	-96*	7	-4	0	0	i	-5	-6	CCc1ccc(NCc2nc(-c3ccccc3)no2)cc1	2
-1	4	-1	-3	14	-7	i	-5	4	COc1ccc(CNC(=O)c2cccnc2)cc1	-3
4	13	0	-2	18	-5	i	-5	0	Cc1occc1-c1nnc(SCC(=O)N2CCCCC2)o1	2
-6	2	1	-2	-1	-8	i	.	4	CN1C(=O)c2ccc(NC(=O)c3c(C(=O)O)cccc3[N+](=O)[O-])cc2C1=O	2
0	8	.	-1	-1	1	i	.	-2	CCOc1ccccc1NC(=O)Nc1ccsc1C(=O)OC	2
-1	22	8	-3	2	1	i	-7	.	Cc1cc(CNC(=O)C2(C(F)(F)F)C/C(=C\CCO)CCCO2)nn1C (stereo not given)	2
-6	9	5	-1	5	3	i	-1	.	Cc1ccc2nc(SCC(=O)Nc3ccc(F)cc3)nc(=O)n2c1	1
15	30	-1	1	-1	1	i	-9	-2	COc1ccc(Cc2noc(CN3CCCN(C4Cc5ccccc5C4)CC3)n2)cc1OC	-1
4	23	30	1	3	-7	i	?	-1	COc1cccc(-c2nnc3n2N=C(c2cc(OC)ccc2OC)CS3)c1	2
6	14	-7	-4	1	-7	i	11	1	CC(=O)c1sc(NC(=O)COc2ccc(C(C)C)c(C)c2)nc1C	2
7	-1	30	3	-7	-11	i	-3	-1	CCN1CCCC1Cn1cnc2c([nH]c3cccc(Cl)c32)c1=O (stereo not given)	-3
6	2	3	0	6	5	i	-13	-1	Cn1c(=N)n(CC(=O)C(C)(C)C)c2ccccc21	3
-2	8	3	-1	5	-1	i	1	-3	Cc1cccc(CN2C(=O)c3ccccc3Sc3ccc(C(=O)NCCN4CCOCC4)cc32)c1	1
15	14	8	2	2	3	i	-4	.	CCOc1ccc(CCNC(=O)c2cccc(S(=O)(=O)N3CCCCC3)c2)cc1OCC	2
.	14	13	-1	13	.	i	1	0	CCc1nc(SCC(=O)Nc2ccccc2C(=O)OC)n[nH]1	0
5	14	2	-2	0	-2	i	-5	-1	CCOC(=O)C(C)CC(C)C(=O)N1CCOCCOCCN(C(=O)C(C)CC(C)C(=O)OCC)CCOCC1 (stereo not given)	2
12	20	0	0	-2	1	i	4	-1	COc1cccc(/C=C/C(=O)OCC(=O)Nc2ccc(Cl)c(S(=O)(=O)N(C)C)c2)c1OC	-1
5	12	-31	-2	2	16	i	7	7	Cc1ccccc1N=C(NOCc1ccc(Cl)cc1Cl)c1nonc1N	0

# 18 of these compounds in another layout.
HSF1 activator | AI-2 QS modul | DYRK1A inh | GSK3A inh | Platelet DG rel | HSF1 inhib | PolyA inhibitor | HDAC3 inh | HSP90 refold inh | GSK3B inh | structure
-8 | 19 | 0 | -1 | 10 | -10 | i | 6 | 0 | 2 | O=C(NC(=O)N1CCSCC1)c1c(Cl)cccc1Cl
-19 | 65 | -3 | -4 | 28 | 1 | i | 3 | -1 | -3 | CC(C)(Oc1ccc(Cl)cc1)C(=O)NC1=NN(c2ccccc2)C(=O)C1
6 | 23 | -3 | -2 | -17 | -1 | i | 2 | 2 | 4 | CCOC(=O)C(NC(C)=O)(OCc1ccccc1)C(F)(F)F (stereo not given)
38 | -37 | . | -16 | -7 | 22 | i | 0 | 1 | -2 | Nn1c(SCc2ccccc2F)nnc1-c1ccccn1
15 | 15 | 0 | 0 | -1 | 6 | i | -7 | 5 | -3 | O=[N+]([O-])c1nn(-c2ccc3c(c2)OCCO3)n(O)c1=NC1CCCC1
24 | 32 | -1 | -5 | -1 | -4 | i | 1 | -4 | 1 | Cc1ccc(-c2nnn(CC(=O)N(c3ccc4c(c3)OCCO4)C(C(=O)NCC3CCCO3)c3ccc(F)cc3)n2)o1 (stereo not given)
3 | -5 | -5 | 2 | 3 | -6 | i | -4 | -5 | -1 | Fc1cccc(NC(=S)N2CCn3cccc3C2c2cccnc2)c1 (stereo not given)
9 | -96* | 7 | -4 | 0 | 0 | i | -5 | -6 | 2 | CCc1ccc(NCc2nc(-c3ccccc3)no2)cc1
-1 | 4 | -1 | -3 | 14 | -7 | i | -5 | 4 | -3 | COc1ccc(CNC(=O)c2cccnc2)cc1
4 | 13 | 0 | -2 | 18 | -5 | i | -5 | 0 | 2 | Cc1occc1-c1nnc(SCC(=O)N2CCCCC2)o1
-6 | 2 | 1 | -2 | -1 | -8 | i | . | 4 | 2 | CN1C(=O)c2ccc(NC(=O)c3c(C(=O)O)cccc3[N+](=O)[O-])cc2C1=O
0 | 8 | . | -1 | -1 | 1 | i | . | -2 | 2 | CCOc1ccccc1NC(=O)Nc1ccsc1C(=O)OC
-1 | 22 | 8 | -3 | 2 | 1 | i | -7 | . | 2 | Cc1cc(CNC(=O)C2(C(F)(F)F)C/C(=C\CCO)CCCO2)nn1C (stereo not given)
-6 | 9 | 5 | -1 | 5 | 3 | i | -1 | . | 1 | Cc1ccc2nc(SCC(=O)Nc3ccc(F)cc3)nc(=O)n2c1
15 | 30 | -1 | 1 | -1 | 1 | i | -9 | -2 | -1 | COc1ccc(Cc2noc(CN3CCCN(C4Cc5ccccc5C4)CC3)n2)cc1OC
4 | 23 | 30 | 1 | 3 | -7 | i | ? | -1 | 2 | COc1cccc(-c2nnc3n2N=C(c2cc(OC)ccc2OC)CS3)c1
6 | 14 | -7 | -4 | 1 | -7 | i | 11 | 1 | 2 | CC(=O)c1sc(NC(=O)COc2ccc(C(C)C)c(C)c2)nc1C
7 | -1 | 30 | 3 | -7 | -11 | i | -3 | -1 | -3 | CCN1CCCC1Cn1cnc2c([nH]c3cccc(Cl)c32)c1=O (stereo not given)

# More records
HSF1 activator	AI-2 QS modul	DYRK1A inh	GSK3A inh	Platelet DG rel	HSF1 inhib	PolyA inhibitor	HDAC3 inh	HSP90 refold inh	Molecule	GSK3B inh
-1	-6	-7	-1	7	0	i	12	5	COc1ccc(-c2noc(CN(C(=O)c3cccs3)C(C)C)n2)cc1	-1
-23	26	-2	-1	0	-7	i	2	-3	COc1ccc(N2CCN(C(=O)c3ccc4c(=O)n5c(nc4c3)CCCCC5)CC2)cc1	2
12	13	-4	-2	-3	3	i	2	2	CCN=C1SC(C(=O)Nc2ccccc2)CC(=O)N1CC (stereo not given)	-1
11	25	0	-4	0	-4	i	-11	0	COc1ccccc1NC(=O)CSc1nnc(C)n1CCc1ccccc1	-4
-2	17	1	-2	12	-6	i	10	-1	Cc1c(NS(=O)(=O)c2cccc([N+](=O)[O-])c2)c(=O)n(-c2ccccc2)n1C	5
12	61	1	-3	12	0	i	-21	4	COc1cccc(-c2ccc(C#N)c(=O)[nH]2)c1	1
-9	13	0	2	7	-2	i	1	4	CCOC(=O)c1oc2ccccc2c1NC(=O)CN1CCN(C)CC1	2
7	25	-6	2	-10	6	i	-1	-1	Cc1ccc(NS(=O)(=O)c2ccc(-n3cccn3)cc2)cc1C	-3
2	24	.	0	7	9	i	?	0	CC(C)c1ccc(CN2C(=O)c3ccccc3S2(=O)=O)cc1	2
-4	22	4	-2	-2	9	i	0	1	O=C1C2C3CCC(C3)C2C(=O)N1c1ccc(OS(=O)(=O)c2ccccc2)cc1 (stereo not given)	4
-7	12	0	2	-1	-20	i	0	-4	CN1CCN(Cc2nc(N)nc(Nc3ccc4c(c3)OCCO4)n2)CC1	-1
0	13	-4	-2	-9	5	i	6	-4	CC(C(=O)N1CCc2ccccc21)N1CCN(c2ccccn2)CC1 (stereo not given)	-2
12	27	.	-3	1	-7	i	5	3	O=C(COc1ncnc2ccccc12)Nc1ccccc1[N+](=O)[O-]	1
35	22	3	0	5	30	i	7	-3	O=C(Nc1sc2c(c1CN1CCOCC1)CCC2)c1ccc(F)cc1	6
18	13	3	-1	-1	6	i	-2	-4	COc1ccccc1-c1nnc(SCC(=O)N2CCOCC2)n1-c1ccccc1	1
0	18	-74	-37	1	-3	i	1	-4	CCOC(=O)N/N=C/c1cc(C)n(-c2ccccc2)c1C	3
10	22	2	-2	-5	3	i	-1	0	Cc1noc(C)c1CSCC(=O)N(C)CC(=O)Nc1ccc(Cl)cc1	2
5	-10	7	-5	-36	-3	i	3	4	Clc1nc(Nc2ccc(N3CCOCC3)cc2)c2ccccc2n1	0
-3	16	.	-1	0	0	i	8	6	COc1ccc(CN2CCN(CC3CC3)CC2CCO)cc1C (stereo not given)	-1
5	13	16	0	-3	1	i	2	3	N#CCn1c(CN2CCCC2)nc2ccccc2c1=O	0
-4	1	12	0	2	-4	i	2	-2	Cc1ccccc1P(=O)(CO)c1ccccc1C	0
8	18	-1	-1	-14	-4	i	-8	4	CCC(CC)NC(=O)c1ccc(Cl)cc1	4

# Only part of the results is shown, so the mix of outcomes need not match the whole.
